hgDAF-12 ag = H. glycines DAF-12 receptor agonists, primary screen, cell-based, luminescence, HEK293, GAL4 fusion, UAS-luciferase; HEK293 GAL4-hgDAF12 UAS-luciferase reporter, agonist luminescence; normalized to butyrate control; actives 1.8% (n = 370,000); AID 687014, 2013; activation, % at 6.8 µM; Nuclear hormone receptor DAF-12 (Heterodera glycines), GAL4 fusion;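 active means activation above a cutoff set at the mean of all screened compounds plus 3 SD, cut at about 10% in these data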;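 further: 0% = DMSO wells and 100% = sodium butyrate wells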
DAX1 inh-1 = DAX1 (NR0B1) inhibitors, primary screen, cell-based, HEK293, Gal4-DAX1, luciferase luminescence; Nuclear receptor subfamily 0 group B member 1 (Homo sapiens), P51843; HEK293 Gal4-DAX1 luciferase reporter; inhibition, % at 6.75 µM; actives 0.99% (n = 340,000); AID 504766, 2011;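 active means inhibition above the mean over all tested compounds plus 3 SD, cut at about 4.2% in these data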;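 further: 0% = DAX1-transfected cells with DMSO and 100% = empty-vector control cells with DMSO; inhibition shows as a rise in luminescence from relieved DAX1 repression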
Target sequence (P51843 207-470 limits assumed): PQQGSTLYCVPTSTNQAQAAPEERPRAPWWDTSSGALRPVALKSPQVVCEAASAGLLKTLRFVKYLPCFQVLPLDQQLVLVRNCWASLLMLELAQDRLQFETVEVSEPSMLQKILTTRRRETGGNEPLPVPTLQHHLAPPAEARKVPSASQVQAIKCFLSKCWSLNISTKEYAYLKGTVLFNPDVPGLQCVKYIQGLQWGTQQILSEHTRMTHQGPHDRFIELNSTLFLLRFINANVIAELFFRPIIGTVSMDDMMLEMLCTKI
ADAM17 inh = ADAM17 inhibitors, primary screen, biochemical, QFRET; Disintegrin and metalloproteinase domain-containing protein 17 (Homo sapiens), P78536; recombinant ADAM17, EDANS/DABCYL FRET peptide cleavage; inhibition, % at 6.95 µM; actives 0.83% (n = 370,000);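 active means inhibition above the mean of compounds lying between control limits plus 3 SD, set per campaign, cut at about 8.5% in these data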;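 further: 0% = DMSO-only wells as the low control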
Target sequence (P78536 215-824 limits assumed): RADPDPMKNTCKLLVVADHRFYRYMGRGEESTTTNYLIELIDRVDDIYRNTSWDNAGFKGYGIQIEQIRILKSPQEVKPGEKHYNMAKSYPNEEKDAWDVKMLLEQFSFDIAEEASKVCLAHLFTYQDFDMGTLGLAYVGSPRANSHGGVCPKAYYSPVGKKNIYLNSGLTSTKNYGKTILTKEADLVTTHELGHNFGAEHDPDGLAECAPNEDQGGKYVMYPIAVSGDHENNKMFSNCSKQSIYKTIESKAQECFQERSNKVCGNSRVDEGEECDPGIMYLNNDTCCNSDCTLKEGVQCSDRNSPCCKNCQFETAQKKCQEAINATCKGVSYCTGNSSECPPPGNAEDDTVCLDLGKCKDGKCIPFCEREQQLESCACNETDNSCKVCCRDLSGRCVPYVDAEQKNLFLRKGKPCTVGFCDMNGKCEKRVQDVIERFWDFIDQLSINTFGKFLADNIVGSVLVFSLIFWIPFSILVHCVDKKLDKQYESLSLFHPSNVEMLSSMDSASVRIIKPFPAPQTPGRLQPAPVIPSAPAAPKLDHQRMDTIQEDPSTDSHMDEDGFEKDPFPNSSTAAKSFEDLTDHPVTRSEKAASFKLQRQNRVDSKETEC
ssDAF12 agonist = S. stercoralis DAF-12 nuclear receptor activators, primary screen, cell-based, luminescence, HEK293, GRIP1 co-expression, lit1-tk-luc. HEK293 ssDAF-12/GRIP1 lit1-tk-luc reporter; % of 3 µM dafachronic acid response. activation, % at 6.8 µM. actives 1% (n = 370,000). AID 652126, 2013;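 active means activation above the mean over all tested compounds plus 3 SD, cut at about 0.9% in these data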;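 further: 0% = DMSO-only wells and 100% = 3 µM delta7-dafachronic acid wells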
SMARCA2 activ = SMARCA2 (BRM) function activators, primary screen, cell-based, luminescence, high throughput; MG213 cells, MMTV-luciferase reporter, dexamethasone, overnight; activation, % at 9.1 µM; actives 1% (n = 370,000); in the data active means activation above about 7.8%;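 further: 0% = vehicle wells and 100% = reference activator wells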
hcDAF12 agonist = H. contortus DAF-12 nuclear receptor activators, primary screen, cell-based, luminescence, HEK293, lit1-tk-luc reporter; HEK293 hcDAF-12 lit1-tk-luc reporter; 0% DMSO, 100% Δ7-dafachronic acid; activation, % at 6.8 µM; actives 1.4% (n = 370,000); AID 652067, 2013;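 active means activation above the mean of all tested compounds plus 3 SD, cut at about 5.5% in these data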;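 further: 100% = response to 3 µM Δ7-dafachronic acid high control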
DAX1 inh-2 = DAX1 (NR0B1) inhibitors on StAR promoter, primary screen, cell-based, luminescence, SF-1 (NR5A1), full-length DAX-1 | HEK293T StAR-luciferase reporter, SF-1/DAX-1 repression relief | inhibition, % at 6.8 µM | actives 1.1% (n = 370,000) | AID 652010, 2013;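 active means inhibition above the mean over all tested compounds plus 3 SD, cut at about 3.6% in these data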;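 further: 0% = DAX-1 cells with DMSO and 100% = cells lacking DAX-1 with DMSO; higher inhibition means more luminescence from relief of DAX-1 repression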
Rev-erbA mod = modulators of Rev-erb alpha DNA binding, primary screen, biochemical, FITC-DNA, fluorescence polarization, uHTS | Nuclear receptor subfamily 1 group D member 1 (Homo sapiens), P20393 | Rev-erbα–FITC-DNA binding, 90 min | activity, % at 10 µM | actives 0.79% (n = 370,000);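 active means activity above about 14%, limit read from the data; passing the limit was not always enough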;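 further: 0% = DMSO wells with 35 nM protein and 100% = DMSO wells with 750 nM protein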
PLCb3 inh = human PLC-beta3 inhibitors, primary screen, biochemical, fluorescence; Purified PLC-beta3, fluorogenic substrate; inhibition, % at 12.2 µM; actives 0.18% (n = 370,000); in the data active means inhibition above about 11%;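 further: 0% = median of compound wells on plate and 100% = full blocker control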
PLCg1 inh = PLC-gamma1 enzyme inhibitors, primary screen, biochemical, fluorescence, purified enzyme. 1-phosphatidylinositol 4,5-bisphosphate phosphodiesterase gamma-1 (Homo sapiens), P19174. fluorogenic substrate. inhibition, % at 12.2 µM. actives 0.84% (n = 370,000). AID 720700, 2013; in the data active means inhibition above about 9.5%
MBD2 inh = inhibitors of MBD2 binding to methylated DNA, primary screen, biochemical, TR-FRET, DNA-binding domain, human; MBD2 binding to methylated oligonucleotide; inhibition, % at 4.4 µM; actives 0.31% (n = 370,000); AID 686964, 2013; in the data active means inhibition above about 13%
The depositor's hits bear a star; i = inactive; nt = not tested or not shown; & = joins results of further samples.

SMILES | hgDAF-12 ag | DAX1 inh-1 | ADAM17 inh | ssDAF12 agonist | SMARCA2 activ | hcDAF12 agonist | DAX1 inh-2 | Rev-erbA mod | PLCb3 inh | PLCg1 inh | MBD2 inh
CN(C)C(=O)c1nc2ccc(Cl)cn2c1CNCc1cccc(OC(F)(F)F)c1 | -1.8 | 0.1 | -4 | -0.8 | -1 | -1.9 | -0.1 | -2 | -13 | -4 | -6
O=C(CN1C(=O)c2ccccc2C1=O)Nc1ccccc1C(F)(F)F | -2.3 | 1.2 | -3 | -1.7 | -1 | 1.9 | 0.0 | -2 | -43 | -5 | 0
CCOc1ccc(CCNC(=O)c2ccc(NC3=NC4CS(=O)(=O)CC4S3)cc2)cc1 (stereo not given) | -1.2 | 0.3 | -2 | -1.2 | -2 | -2.2 | 0.3 | -3 | -8 | 1 | 3
CCCC(=O)c1c[nH]c(C(=O)NCc2cccnc2)c1 | 5.8 | -1.0 | -2 | -1.0 | 1 | 1.0 | -0.9 | nt | -4 | 3 | -1
COc1cc(OC)c(CN2CCCCCCC2)cc1Br | -1.1 | 0.5 | -4 | -1.5 | 0 | -1.0 | 0.2 | 0 | 0 | -1 | 1
CCC1CCc2c(sc(NC(=O)C3CC=CCC3C(=O)O)c2C#N)C1 (stereo not given) | 1.9 | 0.5 | -1 | -0.8 | 1 | 1.7 | 0.4 | -2 | -6 | -3 | 2
COc1ccccc1-n1cc(C(=O)NCC(=O)NCc2ccc(F)cc2)c2ccccc2c1=O | 0.7 | -0.2 | -2 | -1.4 | -3 | -0.9 | 0.7 | 1 | -1 | 2 | 3
CCCC(=O)Nc1ccc(S(=O)(=O)Nc2nccs2)cc1 | 3.0 | 0.1 | -3 | -1.4 | -3 | -1.6 | -0.3 | 0 | -2 | 2 | 3
COc1ccc(-n2c(=O)c(CCC(=O)N3CCN(c4ccccc4O)CC3)nc3ccccc32)cc1 | -2.2 | -1.9 | 3 | -1.3 | 2 | -1.1 | -1.5 | 2 | -15 | -7 | 1
NCCC(=O)NC[C@H]1O[C@@H](n2cnc3c(N)ncnc32)[C@H](O)[C@@H]1O | 1.9 | -0.3 | 2 | -0.9 | -4 | 2.1 | 0.2 | -2 | 3 | 2 | 0
CC(C)[C@H](NC(=O)c1ccccc1)C(=O)NC1CCCCCCC1 | 0.3 | -0.3 | -3 | -0.5 | 0 | -0.1 | 0.2 | 3 | -4 | -2 | 4
Cc1[nH]c(C)c(S(=O)(=O)N2CCCCC2)c1C(=O)N1CCCCC1 | 0.6 | 0.8 | -1 | -0.8 | 6 | 0.6 | -0.1 | 1 | -2 | 1 | -7
COc1ccc2nc(NC(=O)Cc3cccs3)sc2c1 | 10 | 1.1 | 3 | -1.4 | 5 | 4.4 | 0.6 | 1 | 1 | 5 | 4
CCN(C1CCCCC1)S(=O)(=O)CCNC(=O)c1ccc2c(c1)OCO2 | -1.6 | -1.8 | 1 | -1.0 | 0 | -0.5 | -1.8 | -12 | -7 | 2 | -1
O=C(O)C1CCCN1S(=O)(=O)c1ccc(Br)cc1 (stereo not given) | 0.9 | -0.1 | -2 | -1.0 | 1 | 0.7 | 0.1 | -1 | 0 | -2 | 4
C[C@]12CC[C@@H]3c4ccc(OS(=O)(=O)O)cc4CC[C@H]3[C@@H]1CCC2=O | 0.5&-0.1 | -1.0&-0.3 | -4&-7 | -0.5&-1.2 | -2&-3 | 0.1&0.1 | 0.3&0.2 | -6&10 | -3&-1 | -3&-2 | 0&4
O=C1CCCC(O)=C1N=Nc1ccc2c(c1)OCO2 | 14* | 2.7 | 5 | -0.9 | 8 | 5.9* | 0.2 | 20 | -1 | 2 | -26
CC(=O)N1CCN(C(=O)C2CCN(S(=O)(=O)c3ccccc3C(F)(F)F)CC2)CC1 | -0.7 | -1.0 | -2 | -0.5 | 2 | -0.8 | 1.1 | 6 | 4 | 0 | -4
Cc1[nH]c2ccc(Br)cc2c(=O)c1CN1CCCCCC1 | 2.5 | 0.8 | -2 | -0.9 | 0 | 0.7 | 0.0 | 6 | -26 | -22 | -2
COCC(=O)Nc1nc2n(n1)C(c1ccc(Cl)cc1)CC(c1ccc(OC)cc1)N2 (stereo not given) | -1.0 | 1.4 | -85 | -1.3 | -1 | -1.2 | -0.5 | -4 | i | i | 0
CC(C)c1cc(C(=O)OCC(=O)N2CCN(C(=O)c3ccco3)CC2)c(O)c(C(C)C)c1 | 0.4 | 0.1 | 0 | -1.3 | -2 | -1.1 | 1.1 | 3 | -62 | -27 | -2
COc1ccc(-c2nc3c(c(=O)c4ccccc4n3C)c(=O)n2Cc2ccccc2)cc1 | -1.7 | 1.0 | 3 | -1.3 | -1 | -1.0 | -0.3 | 48* | 0 | -2 | -3
CC(C)COc1ccc(C(=O)N(CC(=O)Nc2ccccc2C(F)(F)F)Cc2ccco2)cc1 | -2.2 | -0.3 | 0 | -1.2 | -2 | -0.6 | -0.4 | -1 | -14 | -5 | -1
CCOc1ccc(NC(=O)Cn2nnc(C(=O)NCc3cccs3)c2N)cc1 | -0.9 | 0.9 | -1 | -1.1 | -2 | -1.6 | -1.8 | -4 | -6 | 2 | 2
COC(=O)CN1C(C)=Nc2ccc(Br)cc2C1c1ccccc1 (stereo not given) | 2.1 | 0.1 | -3 | -1.1 | 4 | -1.4 | -0.2 | 2 | 5 | 6 | 1

3 compounds already listed, sorted by the value under SMARCA2 activ, descending:
Molecule,SMARCA2 activ
COCC(=O)Nc1nc2n(n1)C(c1ccc(Cl)cc1)CC(c1ccc(OC)cc1)N2 (stereo not given),-1
CCOc1ccc(CCNC(=O)c2ccc(NC3=NC4CS(=O)(=O)CC4S3)cc2)cc1 (stereo not given),-2
COc1ccccc1-n1cc(C(=O)NCC(=O)NCc2ccc(F)cc2)c2ccccc2c1=O,-3

Later entries.
SMILES | hgDAF-12 ag | DAX1 inh-1 | ADAM17 inh | ssDAF12 agonist | SMARCA2 activ | hcDAF12 agonist | DAX1 inh-2 | Rev-erbA mod | PLCb3 inh | PLCg1 inh | MBD2 inh
COCCNC(=S)NNC(=O)c1ccc(-n2cnnn2)cc1 | 2.5 | 0.5 | -4 | -1.0 | 6 | 1.6 | -0.4 | -8 | 0 | -1 | 1
O=C1CCCC2=C1C1c3ccccc3C(=O)N1c1ccc(C(=O)c3ccccc3)cc1N2 (stereo not given) | -2.8 | -1.1 | 3 | -1.6 | 2 | -2.7 | -0.2 | 2 | -5 | -4 | 8
COC(=O)[C@H](CC(C)C)NC(=O)NCc1ccc(Cl)cc1 | 2.5 | 2.0 | -2 | -2.1 | -2 | -0.1 | -0.3 | -4 | 4 | 2 | -2
Nc1c(C(=O)O)cnc2nc(N3CCOCC3)nn12 | -5.0 | -1.5 | 2 | -0.9 | 0 | -0.2 | -0.2 | -4 | 4 | 0 | 3
COc1cccc(/C=C2\SC(N)=NC2=O)c1OS(=O)(=O)c1ccccc1 | 0.6 | 0.7 | -1 | 1.1* | 3 | -0.6 | 1.1 | -1 | 3 | 1 | 2
CC(C)(C)c1ccc(C(CC(=O)O)NC(=O)c2ccccc2F)cc1 (stereo not given) | 0.0 | -0.2 | 0 | -1.1 | 0 | -1.9 | -0.3 | 5 | 1 | -1 | -4
Cc1ccc2oc(=O)c3cnn(CC(=O)NC4CCC(C)CC4)c3c2c1 (stereo not given) | 0.5 | 0.2 | 2 | -1.3 | 5 | 1.7 | 0.5 | -2 | 4 | -1 | 0
COc1ccc(C=NOCC(=O)OCC(=O)Nc2ccc(OC)cc2)cc1 | 1.0 | 0.7 | -6 | -0.2 | 1 | 2.3 | 0.5 | -2 | -5 | 0 | -2
O=C(c1cccnc1Nc1ccc2c(c1)CCC2)N1CCOCC1 | 1.1 | -0.3 | 3 | -0.9 | 3 | -0.8 | -0.5 | 0 | 3 | 6 | -2
CC/C(O)=C1\C(=O)CC(c2ccccc2)CC1=NCCc1c(C)[nH]c2ccc(C)cc12 (stereo not given) | 1.6 | -0.6 | -1 | -0.9 | 4 | -0.9 | 0.5 | -3 | 1 | -2 | 1
CCOC(=O)/C(C#N)=C/c1c(Oc2cc(C)cc(C)c2)nc2ccccn2c1=O | -3.0 | 0.2 | -4 | -0.8 | 8.2* | -0.3 | 0.8 | 1 | 0 | -4 | -6
C=C(C)CCC(C)N1CCC(n2nccc2NC(=O)CCOc2ccccc2)CC1 (stereo not given) | -2.4 | 0.0 | -3 | -0.7 | -2 | 0.0 | 0.5 | -2 | -7 | -2 | 1
CC(CC(=O)Nc1ccc2c(c1)c(=O)n(C)n2-c1ccccc1)c1ccccc1 (stereo not given) | 2.5 | nt | -84 | -1.1 | 1 | 0.3 | -2.7 | 4 | -275 | -218 | -5
COc1ccccc1/C=C/C=N/NC(=O)c1cc(-c2ccc(C)o2)[nH]n1 | 0.1 | -0.8 | -10 | -1.1 | -5 | -2.9 | 0.0 | 0 | -31 | -21 | 0
CCc1ccccc1NC1=NCC(=O)N1Cc1ccc(OC)cc1 | -2.9 | 1.3 | -3 | -1.0 | -1 | 0.8 | -0.2 | 0 | -1 | 2 | -5
CCOc1ccc(C2N(c3cc(Cl)ccc3OC)C(=O)C3CCCN32)cc1OC (stereo not given) | 1.0 | 5.4* | -3 | -1.5 | 0 | -1.7 | 1.0 | 0 | -2 | 1 | 2
COc1cc(/C=C/c2nc3ccccc3c(=O)[nH]2)ccc1OC(F)F | 5.8 | 3.8 | -17 | -0.8 | 3 | 1.9 | 0.9 | -1 | -21 | -7 | -2
CC1(C)CSC(=S)N1S(=O)(=O)c1ccccc1 | -0.9 | 0.1 | 0 | -1.7 | -3 | -0.5 | 0.1 | -4 | 2 | 0 | 5
CC(C)CNC(=O)C(=O)Nc1cc2c3c(c1)CCC(=O)N3CCC2 | -1.1 | -0.1 | -44 | -0.8 | -1 | -0.5 | -0.3 | 6 | -3 | -1 | 1
C[C@@H]1COc2cc(N3CCCC3)ccc2S(=O)(=O)N1 | -0.1 | nt | -4 | -0.6 | 0 | 0.9 | 0.2 | 2 | -1 | -1 | 6

Retrieved by structure from above:
SMILES | hgDAF-12 ag | DAX1 inh-1 | ADAM17 inh | ssDAF12 agonist | SMARCA2 activ | hcDAF12 agonist | DAX1 inh-2 | Rev-erbA mod | PLCb3 inh | PLCg1 inh | MBD2 inh
COCCNC(=S)NNC(=O)c1ccc(-n2cnnn2)cc1 | 2.5 | 0.5 | -4 | -1.0 | 6 | 1.6 | -0.4 | -8 | 0 | -1 | 1
O=C1CCCC2=C1C1c3ccccc3C(=O)N1c1ccc(C(=O)c3ccccc3)cc1N2 (stereo not given) | -2.8 | -1.1 | 3 | -1.6 | 2 | -2.7 | -0.2 | 2 | -5 | -4 | 8

Rows were taken by chance. About 7.4% of those tested had a hit in this group.
